# Growth percent in the NCI-60 one-dose screen (48 h, 10 µM unless noted): 100 = growth as untreated, 0 = no growth, -100 = all killed.
# OVCAR-8 – OVCAR-8 ovarian cancer; 81,000 compounds, 4.4% hits; AID 1794782
# RXF 393 – RXF 393 renal cancer cells; 77,000 compounds, 6.9% hits; AID 1794773
# OVCAR-3 – OVCAR-3 ovarian cancer; 79,000 compounds, 7% hits; AID 1794787
# SK-OV-3 – SK-OV-3 ovarian cancer cells. 80,000 compounds, 3.2% hits. AID 1794785
# OVCAR-4 – OVCAR-4 ovarian cancer cells | 80,000 compounds, 3.7% hits
# ACHN – ACHN renal cancer. 81,000 compounds, 4.9% hits. AID 1794771
# IGROV1 – IGROV1 ovarian cancer | AID 1794786 | 79,000 compounds, 4.7% hits
# A498 – A498 renal cancer cells; 76,000 compounds, 5.4% hits
# OVCAR-5 – OVCAR-5 ovarian cancer; 82,000 compounds, 2.9% hits
# An asterisk follows results filed as active; . = no result given; & = joins results of further samples; ! = repeats disagree; [ ] = another dose, or the depositor's remark. Rule for the calls: active = growth percent below 10; inactive = the rest.
SMILES,OVCAR-8,RXF 393,OVCAR-3,SK-OV-3,OVCAR-4,ACHN,IGROV1,A498,OVCAR-5
NC(=O)c1c(OCc2c(F)cc(Br)cc2F)nsc1NC(=O)NCCCCN1CCCC1,19,-82*,-34*,52,-42*,-30*,-32*,-14*,-15*
O=C1CCc2cc(OCCCCc3nnnn3C3CCCCC3)ccc2N1,103,111,91,103,94,97,103,85,100
CC(C)(C(=O)c1cccnc1)c1cccnc1,104&106,119&105,118&112,115&109,118&110,111&97,103&107,130&73,95&94
COc1ccccc1OC(=O)Oc1ccccc1OC,112&103,113&102,96&119,112&112,99&114,104&108,97&105,103&108,98&117
Cc1[nH]c(/C=C2\C(=O)Nc3ccc(F)cc32)c(C)c1C(=O)NC[C@H](O)CN1CCOCC1,43,-17*,70,3.3*,51,24,20,30,15
CCCc1cc(C(N)=S)ccn1,99,111,115,100,110,102,105,125,105
CCS(=O)(=O)N1CCN(c2ccc(Nc3ncc(C(N)=O)c(NC4CC4)n3)cc2)CC1,89,26,90,81,111,85,77,96,87
CCN(CC)CCOC(=O)C(c1ccccc1)c1ccccc1,110&102,128&109,121&117,105&99,112&104,98,82&105,124&110,97
COCCN1CCN(Cc2ccc(-c3n[nH]c4c3C(=O)c3c(NC(=O)NN5CCOCC5)cccc3-4)cc2)CC1,-13*,-87*,9.5*,-7.9*,-0.5*,3.8*,-11*,-22*,9.5*
CN(C)C(=N)N=C(N)N,105&105,-7.3*!,113&118,110&106,112&96,115&93,128&99,106&128,114&115
CNC(=O)c1cccc(-c2ccc3c(N4CCOC[C@@H]4C)nc(N4CCOC[C@@H]4C)nc3n2)c1,-7.8*,-34*,5.0*!,-37*,-18*,-1.5*,-36*,-38*,-3.6*
[2H]c1nc(N2C([2H])([2H])[C@H](C)O[C@H](C)C2([2H])[2H])c([2H])c([2H])c1NC(=O)c1cccc(-c2ccc(OC(F)(F)F)cc2)c1C,64&81,82&92,85&81,71&81,62&77,85,65&73,45&54,100&92
COc1ccccc1N1CCN(C(=O)c2ccc3nc(NS(=O)(=O)c4ccc5ccccc5c4)sc3c2)CC1,88,103,102,94,104,97,103,102,100
Cc1ccc(-n2nc(C(C)(C)C)cc2NC(=O)Nc2ccc(OCCN3CCOCC3)c3ccccc23)cc1,97,.,103,92,106,103,113,.,119
COc1ccc(/C=C/C(C)=N/OCC(=O)NC(C)C)cc1,95,107,98,96,91,100,97,72,107
CCC(Cc1c(I)cc(I)c(N)c1I)C(=O)O (stereo unspecified),106,124,110,99,119,96,100,109,99
O=C(c1ccc(/C=C/c2n[nH]c3ccccc23)cc1)N1CCNCC1,59,-15*,67,48,55,36,34,38,14
NC(=O)c1ccc([N+](=O)[O-])cc1Cl,108,.,114,102,112,109,109,89,98
CN[C@@H]1C[C@H]2O[C@@](C)([C@@H]1OC)n1c3ccccc3c3c4c(c5c6ccccc6n2c5c31)C(=O)N[C@H]4O,-37*,-94*,-32*,-68*,16,5.0*,0.9*,-97*,-2.9*
Cc1ccsc1/C=C/C1=NCCCN1C,108,113,108,103,102,101,101,113,111
CCC(C)n1ncn(-c2ccc(N3CCN(c4ccc(OC[C@H]5CO[C@](Cn6cncn6)(c6ccc(Cl)cc6Cl)O5)cc4)CC3)cc2)c1=O (stereo partly specified),83,88,93,103,79,83,95,91,134
C[C@]12CC[C@H]3C(=CCc4cc(O)ccc43)[C@@H]1CCC2=O,96,109,98,116,103,87,106,101,91
Cc1ccc(C(=O)C(C)CN2CCCCC2)cc1 (stereo unspecified),95,114,112,105,114,.,111,91,.
C[C@H](CCC(=O)O)[C@H]1CCC2C3C(CC[C@@]21C)[C@@]1(C)CC[C@@H](O)C[C@H]1C[C@H]3O (stereo partly specified),97,112,119,104,109,.,109,105,.
Cc1ccccc1[C@@H]1C[C@H](O)Cc2cc(Br)c3ccccc3c2N1,95,87,114,92,81,89,87,115,98
CC1CCc2c(N3CCC(O)CC3)c(F)cc3c(=O)c(C(=O)O)cn1c23 (stereo unspecified),97,110,108,105,116,93,99,53,98
Nc1ncnc(Nc2ccccc2)n1,106,118,117,117,109,113,102,128,105
O=C(O)CCCCCCCC(=O)O,100,104,123,107,104,.,117,101,.
COc1ccc(C2NC(=O)NC(C)=C2C(=O)Nc2ccc(S(N)(=O)=O)cc2)cc1O (stereo unspecified),114,105,92,113,108,118,118,128,113
O=C(Nc1ccc(Oc2ccc(Br)cc2)cc1)c1ccc2nc(NC(=O)c3ccc(NCCc4ccccc4)c([N+](=O)[O-])c3)sc2c1,87,.,105,96,91,57,96,67,108
COc1ccc2c(c1)\C(=N/N=C/C=C/c1ccccc1)C(=O)N2,99,90,89,96,98,93,94,145,116
CN1CCC(=C2c3ccccc3CC(=O)c3sccc32)CC1,103,97,119,110,99,.,101,92,.
CN1CCN(c2c(F)cc3c(=O)c(C(=O)O)cn4c3c2SCC4)CC1,94,105,119,107,108,103,120,89,110
CC(=O)c1cnc2ccc(-c3cc(Cl)c(O)c(Cl)c3)nc2c1NC1CCC(CN(C)C)CC1 (stereo unspecified),-23*[2.5 µM],-75*[2.5 µM],2.0*[2.5 µM],-33*[2.5 µM],-9.1*[2.5 µM],-0.8*[2.5 µM],-17*[2.5 µM],-88*[2.5 µM],2.4*[2.5 µM]
O=C(NC1CCNCC1)c1[nH]ncc1NC(=O)c1c(Cl)cccc1Cl,9.0*,-50*,4.3*,7.3*,8.4*,66,10,-25*,9.5*
O=C(O)c1c(O)c(-c2ccccc2)nc2ccccc12,104,98,92,106,95,98,93,91,96
COc1ccc2c(c1)c(-c1nc(N)nnc1-c1cn(C)c3ccc(F)cc13)cn2C,101,107,109,107,116,100,96,63,96
COc1ccc2c(c1)c(C(=O)c1nc(-c3cn(C)c4ccc(F)cc34)no1)cn2C,66,100,96,94,64,76,88,90,86
O=C1c2ccccc2C(=O)c2c(O)c(O)cc(O)c21,95,113,101,96,121,97,94,112,98
COc1ccc(S(=O)(=O)Nc2nnc(CC(C)C)s2)cc1,103,115,111,117,.,110,110,112,119
COC(=O)C(C)(C)C1Oc2ccc(OC)cc2C(=O)/C1=C\O (stereo unspecified),100,94,92,91,105,114,100,118,105
COc1ccc(CN(CCN(C)C)c2ccccn2)cc1 (tested in a mixture with another compound),.,45,106,110,195,99,107,148,115
CN(C(=O)CCC(=O)N(C)c1ccc(C(=N)N)cc1)c1ccc(C(=N)N)cc1,108,110,111,90,112,108,99,112,98
C[C@H]1[C@H](C)CC[C@]2(C(=O)O)CC[C@]3(C)C(=CC[C@@H]4[C@@]5(C)C[C@@H](O)[C@H](O)[C@@](C)(CO)[C@@H]5CC[C@]43C)[C@@H]12,97,103,122,108,102,99,100,82,98
C[C@@H]1CC(=O)NN=C1c1ccc(NN=C(C#N)C#N)cc1,98,111,96,110,92,80,93,114,101
CCC12CCCN3CCc4c(n(c5ccccc45)C(O)(C(=O)OC)C1)C32 (stereo unspecified),110,116,85,101,98,102,104,113,98
NCCO,100,94,102,103,111,106,105,95,107
O=C(Nc1cccc(Cl)c1)Nc1ccc2nc(NS(=O)(=O)c3ccc4ccccc4c3)sc2c1,101,114,103,106,95,109,112,112,112
CN(C)CCOC(=O)C(c1ccccc1)C1(O)CCCC1 (stereo unspecified),102,116,119,104,115,97,107,103,101

# Among those listed so far, these have a carbonyl joined to an NH by a bond outside any ring.
SMILES,OVCAR-8,RXF 393,OVCAR-3,SK-OV-3,OVCAR-4,ACHN,IGROV1,A498,OVCAR-5
NC(=O)c1c(OCc2c(F)cc(Br)cc2F)nsc1NC(=O)NCCCCN1CCCC1,19,-82*,-34*,52,-42*,-30*,-32*,-14*,-15*
Cc1[nH]c(/C=C2\C(=O)Nc3ccc(F)cc32)c(C)c1C(=O)NC[C@H](O)CN1CCOCC1,43,-17*,70,3.3*,51,24,20,30,15
CCS(=O)(=O)N1CCN(c2ccc(Nc3ncc(C(N)=O)c(NC4CC4)n3)cc2)CC1,89,26,90,81,111,85,77,96,87
COCCN1CCN(Cc2ccc(-c3n[nH]c4c3C(=O)c3c(NC(=O)NN5CCOCC5)cccc3-4)cc2)CC1,-13*,-87*,9.5*,-7.9*,-0.5*,3.8*,-11*,-22*,9.5*
CNC(=O)c1cccc(-c2ccc3c(N4CCOC[C@@H]4C)nc(N4CCOC[C@@H]4C)nc3n2)c1,-7.8*,-34*,5.0*!,-37*,-18*,-1.5*,-36*,-38*,-3.6*
[2H]c1nc(N2C([2H])([2H])[C@H](C)O[C@H](C)C2([2H])[2H])c([2H])c([2H])c1NC(=O)c1cccc(-c2ccc(OC(F)(F)F)cc2)c1C,64&81,82&92,85&81,71&81,62&77,85,65&73,45&54,100&92
Cc1ccc(-n2nc(C(C)(C)C)cc2NC(=O)Nc2ccc(OCCN3CCOCC3)c3ccccc23)cc1,97,.,103,92,106,103,113,.,119
COc1ccc(/C=C/C(C)=N/OCC(=O)NC(C)C)cc1,95,107,98,96,91,100,97,72,107
NC(=O)c1ccc([N+](=O)[O-])cc1Cl,108,.,114,102,112,109,109,89,98
COc1ccc(C2NC(=O)NC(C)=C2C(=O)Nc2ccc(S(N)(=O)=O)cc2)cc1O (stereo unspecified),114,105,92,113,108,118,118,128,113
O=C(Nc1ccc(Oc2ccc(Br)cc2)cc1)c1ccc2nc(NC(=O)c3ccc(NCCc4ccccc4)c([N+](=O)[O-])c3)sc2c1,87,.,105,96,91,57,96,67,108
O=C(NC1CCNCC1)c1[nH]ncc1NC(=O)c1c(Cl)cccc1Cl,9.0*,-50*,4.3*,7.3*,8.4*,66,10,-25*,9.5*
O=C(Nc1cccc(Cl)c1)Nc1ccc2nc(NS(=O)(=O)c3ccc4ccccc4c3)sc2c1,101,114,103,106,95,109,112,112,112

# Assay outcomes deposited in PubChem by NCI.

# These rows are one share of the data; the hit share may differ from the screen's.
